CHRM4 PAM – CHRM4 positive allosteric modulation; P08173; CHO-K1 hM4/Gqi5, Fluo-8 calcium fluorescence, ACh EC20; 0% = ACh EC20, 100% = maximal ACh; activation, % at 3 µM; 360,000 tested, 0.4% active; AID 624126;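 active = activation above its plate's cutoff, the mean activation of sample wells plus 3 SD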; also: some results filed as inactive read as strong as hits
Target sequence (P08173 whole entry, looked up): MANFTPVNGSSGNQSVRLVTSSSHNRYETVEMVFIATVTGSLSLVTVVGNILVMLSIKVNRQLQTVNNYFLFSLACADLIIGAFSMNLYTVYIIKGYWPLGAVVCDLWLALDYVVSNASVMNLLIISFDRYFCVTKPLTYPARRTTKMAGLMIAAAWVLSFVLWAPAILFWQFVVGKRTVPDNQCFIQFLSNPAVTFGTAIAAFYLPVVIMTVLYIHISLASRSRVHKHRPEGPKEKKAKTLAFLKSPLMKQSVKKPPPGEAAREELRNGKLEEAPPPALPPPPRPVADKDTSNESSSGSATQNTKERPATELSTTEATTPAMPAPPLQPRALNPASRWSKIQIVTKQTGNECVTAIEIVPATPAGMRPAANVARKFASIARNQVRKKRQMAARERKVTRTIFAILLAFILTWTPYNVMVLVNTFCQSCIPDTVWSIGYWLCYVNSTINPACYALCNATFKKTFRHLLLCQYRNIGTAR
IDE inh – cellular human IDE inhibition; AID 434962; P14735; inhibition, % at 5.59 µM; HEK cells, FAbetaB cleavage, fluorescence polarization; 320,000 tested, 0.41% active;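 active = percent inhibition above the average of all tested compounds plus 3 SD, set per screening campaign, cut at about 16% in these data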;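 also: IDE supplied by intact live HEK cells; FP after avidin binding of uncleaved biotin substrate so inhibition keeps polarization high; 0% = DMSO wells and 100% = 60 µM reference IDE inhibitor Ii1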
GalR3 antagonist – human GalR3 antagonism. O60755. HEK293 GalR3-CNG cAMP membrane potential fluorescence; galR3 body fused to GalR1 C-terminus. inhibition, % at 3 µM. 360,000 tested, 0.44% active. AID 651719;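 active = inhibition above the screen-wide average plus 3 SD, cut at about 13% in these data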;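 also: forskolin and galanin both at EC90 stimulate the cells; cAMP rise reported by CNG channel membrane potential dye signal; 0% = forskolin plus galanin with DMSO and 100% = forskolin alone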
Target sequence (O60755 1-299 limits assumed): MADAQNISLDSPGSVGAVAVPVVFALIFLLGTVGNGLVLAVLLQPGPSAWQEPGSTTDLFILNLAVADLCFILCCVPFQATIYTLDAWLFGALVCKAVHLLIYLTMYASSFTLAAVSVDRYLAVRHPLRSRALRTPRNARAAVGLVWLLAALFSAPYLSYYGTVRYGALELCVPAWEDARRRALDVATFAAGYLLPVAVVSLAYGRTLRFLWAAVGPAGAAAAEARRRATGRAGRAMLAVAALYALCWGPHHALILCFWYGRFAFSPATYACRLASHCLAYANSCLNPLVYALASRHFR
IDE act – boosts human insulin-degrading enzyme activity in HEK cells. P14735. FAbeta-B cleavage, fluorescence polarization; 0% vehicle, 100% cell-free pure enzyme wells. activation, % at 5.96 µM. 340,000 tested, 0.073% active. AID 493087;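 active = activation above the mean of all tested compounds plus 3 SD, set per screening campaign, cut at about 17% in these data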
CRFBP-R2 block – blocks CRF-induced signaling of the CRF-BP/CRF-R2 complex; HEK293 CRF-R2/CRF-BP, CRF-induced calcium fluorescence; 350,000 tested, 0.59% active; inhibition, % at 11.8 µM; AID 588475;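 active = inhibition of the ligand-induced calcium signal above about 50% at the single tested concentration, limit read from the data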
p-CIP stab down – p/CIP protein destabilization | Q05BA5 | F442A p/CIP-EGFP cells, EGFP fluorescence, 16 h | decrease of EGFP signal, % at 10 µM | 290,000 tested, 0.01% active | AID 1984;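 active = EGFP signal decrease of at least 30% at 10 µM or well 3 SD below plate mean, unless failing retest; inactive = the rest, including hits failing retest or dose response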; also: some compounds called inactive have numbers as strong as hits; many of its hits are not listed in these tables
CRFR2-BP ag – CRF-BP/CRF-R2 complex agonism; HEK293 CRF-R2/CRF-BP, calcium dye fluorescence (FLIPR); percent of saturating CRF peptide response; activation, % at 13.2 µM; 350,000 tested, 0.46% active; AID 588473;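 active = activation of at least 50%, plus an integration ratio under a set limit after plate pattern correction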;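 also: plate controls were neutral control wells without compound for no effect and CRF at EC100 for full effect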
MEKK3 PB1 HTS – MEKK3-MEK5 PB1 interaction, increase or decrease; bead-based flow cytometry, Alexa488-MEK5 binding to MEKK3; actives lie on both sides; 0 = blocked by unlabeled MEK5, 100 = vehicle; Q99759; binding response (% of control), % at 10 µM; 290,000 tested, 1.4% active;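 active = binding response more than 3 SD above or below the average of its plate-row segment, actives on both sides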;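 also: Alexa488 bead fluorescence after subtracting the streptavidin-only scavenger bead signal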
PHOSPHO1 inh – PHOSPHO1 (human) inhibition; recombinant PHOSPHO1, absorbance phosphatase assay; inhibition, % at 13.3 µM; 290,000 tested, 1.1% active; AID 1565; in the data active = inhibition above about 60%
Target sequence (Q8TCT1 whole entry, looked up): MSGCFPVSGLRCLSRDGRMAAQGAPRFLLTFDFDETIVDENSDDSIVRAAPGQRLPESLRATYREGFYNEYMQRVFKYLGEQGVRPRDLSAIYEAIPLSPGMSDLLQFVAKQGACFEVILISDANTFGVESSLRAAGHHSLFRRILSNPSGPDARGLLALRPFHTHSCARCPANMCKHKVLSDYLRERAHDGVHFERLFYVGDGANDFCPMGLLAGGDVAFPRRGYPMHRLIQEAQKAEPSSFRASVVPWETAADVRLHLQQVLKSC
* = called active by the depositor; / = not tested or not shown; & = joins results of further samples.

SMILES | CHRM4 PAM | IDE inh | GalR3 antagonist | IDE act | CRFBP-R2 block | p-CIP stab down | CRFR2-BP ag | MEKK3 PB1 HTS | PHOSPHO1 inh
Cc1ccc(S(=O)(=O)N2CCN(C(=O)c3ccc(-n4cncn4)c([N+](=O)[O-])c3)CC2)cc1C | -1 | -2 | 0 | 0 | 8 | / | -0.6 | / | /
c1ccc2cc(-c3cc4ccccn4c3)ccc2c1 | -5 | -2 | -8 | 0 | -16 | 0 | 1.7 | 103 | 7
Cc1onc(-c2ccccc2Cl)c1C(=O)NCc1cccnc1 | 9 | -3 | -6 | 6 | 1 | 18 | -0.5 | 84 | 27
O=C(c1cccc(Oc2c(Cl)cccc2[N+](=O)[O-])c1)N1CCCCC1 | 7 | -4 | -3 | 2 | -2 | 6 | 0.5 | 97 | 44
CCOC(=O)c1ccccc1OCc1cc(/C=N/n2cnnc2)ccc1OC | -12 | 1 | -1 | 4 | -7 | -9 | -1.1 | 97 | 23
N/C(=N\OC(=O)c1cccc2ccccc12)c1ccc(Br)cc1 | 3 | 5 | -4 | -5 | 5 | 10 | -2.2 | 106 | 10
Cn1c(=O)c(C(=O)CN2CCc3ccccc32)c(N)n(Cc2ccccc2)c1=O | 4 | 4 | -11 | -20 | -11 | -1 | -0.1 | 97 | -16
Cc1c(CCC(=O)O)c(=O)oc2cc3occ(-c4ccc(Br)cc4)c3cc12 | 0 | -2 | -7 | -1 | 10 | 4 | -1.1 | 105 | 42
COC(c1ccccc1)c1nnc(CCC(=O)N(C)CCCC2CCCC2)o1 (configuration not stated) | 8 | -1 | -2 | 5 | 10 | 13 | 0.2 | 102 | 4
O=C1COc2cc(O)ccc21 | 2 | / | -1 | 3 | 1 | / | -3.3 | / | /
Cc1cc2ccccc2c(=O)n1CC(=O)Nc1ccc2c(c1)OCCO2 | 4 | 5 | -2 | 4 | 14 | -15 | -1.6 | 101 | 2
CCC1(c2ccc(F)cc2)NC(=O)N(CC(=O)Nc2ccc(N3CCCCC3)cc2)C1=O (configuration not stated) | -3 | -2 | 2 | 1 | -54 | / | 44 | / | /
O=C(CCn1c(=O)oc2ccccc21)Nc1nccs1 | 1 | 5 | 2 | 2 | -28 | 4 | -1.1 | 106 | -6
COc1ccc(-c2cnnn2-c2ccc(NC(=O)c3ccco3)cc2)cc1OC | 2 | -12 | -6 | 3 | -1 | -7 | 0.5 | 86 | 1
CNC(=O)COC(=O)c1ccccc1NC(=O)c1ccco1 | 5 | -2 | -7 | 6 | -3 | 0 | -1.6 | 95 | -32
Cc1c(CN2CCCCC2)c(O)n(CCCO)c(=O)c1C#N | 5 | 0 | -2 | 1 | -1 | -16 | 2.5 | 93 | -14
Cc1c(C#N)c2ccccc2n1CC(=O)O | 3 | 1 | -6 | 3 | 1 | / | -0.9 | 98 | /
CCCn1c(=O)c(C(=O)Nc2cc(C)ccn2)c(O)c2ccccc21 | 1 | -5 | -11 | 6 | 16 | -6 | -1.6 | 96 | -8
O=C(NCc1cccs1)C(=O)c1cn(CC(=O)N2CCCC2)c2ccccc12 | 2 | -4 | 1 | 2 | 0 | 9 | 12 | 91 | 24
Cc1c(C(C)C)c(=O)n(-c2ccc(S(=O)(=O)NCc3ccccc3)cc2)n1C | -6 | 0 | 91* | 8 | 24 | -9 | -1.6 | 101 | -22

14 entries from above, arranged by length of the SMILES, largest number first:
SMILES | CHRM4 PAM | IDE inh | GalR3 antagonist | IDE act | CRFBP-R2 block | p-CIP stab down | CRFR2-BP ag | MEKK3 PB1 HTS | PHOSPHO1 inh
Cc1ccc(S(=O)(=O)N2CCN(C(=O)c3ccc(-n4cncn4)c([N+](=O)[O-])c3)CC2)cc1C | -1 | -2 | 0 | 0 | 8 | / | -0.6 | / | /
Cc1c(C(C)C)c(=O)n(-c2ccc(S(=O)(=O)NCc3ccccc3)cc2)n1C | -6 | 0 | 91* | 8 | 24 | -9 | -1.6 | 101 | -22
Cc1c(CCC(=O)O)c(=O)oc2cc3occ(-c4ccc(Br)cc4)c3cc12 | 0 | -2 | -7 | -1 | 10 | 4 | -1.1 | 105 | 42
O=C(c1cccc(Oc2c(Cl)cccc2[N+](=O)[O-])c1)N1CCCCC1 | 7 | -4 | -3 | 2 | -2 | 6 | 0.5 | 97 | 44
O=C(NCc1cccs1)C(=O)c1cn(CC(=O)N2CCCC2)c2ccccc12 | 2 | -4 | 1 | 2 | 0 | 9 | 12 | 91 | 24
COc1ccc(-c2cnnn2-c2ccc(NC(=O)c3ccco3)cc2)cc1OC | 2 | -12 | -6 | 3 | -1 | -7 | 0.5 | 86 | 1
CCCn1c(=O)c(C(=O)Nc2cc(C)ccn2)c(O)c2ccccc21 | 1 | -5 | -11 | 6 | 16 | -6 | -1.6 | 96 | -8
CCOC(=O)c1ccccc1OCc1cc(/C=N/n2cnnc2)ccc1OC | -12 | 1 | -1 | 4 | -7 | -9 | -1.1 | 97 | 23
N/C(=N\OC(=O)c1cccc2ccccc12)c1ccc(Br)cc1 | 3 | 5 | -4 | -5 | 5 | 10 | -2.2 | 106 | 10
Cc1c(CN2CCCCC2)c(O)n(CCCO)c(=O)c1C#N | 5 | 0 | -2 | 1 | -1 | -16 | 2.5 | 93 | -14
CNC(=O)COC(=O)c1ccccc1NC(=O)c1ccco1 | 5 | -2 | -7 | 6 | -3 | 0 | -1.6 | 95 | -32
O=C(CCn1c(=O)oc2ccccc21)Nc1nccs1 | 1 | 5 | 2 | 2 | -28 | 4 | -1.1 | 106 | -6
Cc1c(C#N)c2ccccc2n1CC(=O)O | 3 | 1 | -6 | 3 | 1 | / | -0.9 | 98 | /
O=C1COc2cc(O)ccc21 | 2 | / | -1 | 3 | 1 | / | -3.3 | / | /

New compounds follow:
SMILES | CHRM4 PAM | IDE inh | GalR3 antagonist | IDE act | CRFBP-R2 block | p-CIP stab down | CRFR2-BP ag | MEKK3 PB1 HTS | PHOSPHO1 inh
N#C/C(=C\N1CCN(Cc2ccc3c(c2)OCO3)CC1)c1nc2ccccc2s1 | -15 | 5 | -7 | -9 | -35 | -2 | 12 | 100 | 7
Clc1ccc(CNc2ccccc2NCc2ccc(Cl)nc2)cn1 | 11 | 2 | -7 | 0 | -8 | -29 | -3.1 | 83 | 26
COCCNC(=S)N1C2CCC1CC(NC(=O)NC13CC4CC(CC(C4)C1)C3)C2 (configuration not stated) | -2 | 1 | -5 | 6 | 1 | -18 | -3.2 | 91 | 16
CCOc1ccc(NC(=O)COC(=O)COc2cccc3c2OC(C)(C)C3)cc1 | 2 | 2 | -4 | 3 | -7 | -6 | 0.9 | 103 | 0
CCCCNC(=O)C1CCCN1C(=O)Nc1cccc(OC)c1 (configuration not stated) | 5 | -4 | -2 | 3 | 1 | -2 | -0.6 | 106 | 20
COc1ccccc1N=C(C)C1=C(O)CC(c2ccccc2)CC1=O (configuration not stated) | -7 | -2 | -2 | 3 | 3 | -8 | -1.5 | 97 | 55
Cc1ccccc1OCc1nc(-c2ccc(NC(=O)c3cccs3)cc2)no1 | -8 | -4 | -1 | 2 | -6 | -12 | 8.4 | 94 | 22
COc1ccc(N=C2SC(CC(=O)Nc3ccc(OC)cc3OC)C(=O)N2C)cc1 (configuration not stated) | 4 | -1 | -1 | -1 | -5 | 3 | -0.3 | 100 | 29
CCc1nc(OCc2ccco2)c2sc3nc4c(cc3c2n1)COC(C)(C)C4 | -2 | 0 | 0 | -3 | -14 | -8 | 0.0 | 102 | -14
CCCCN(CCCC)/C(N)=N/c1nc(C)cc(C)n1 | -1 | 7 | 2 | -1 | -5 | -1 | 1.8 | 103 | 29
CCC(C)c1ccccc1NC(=S)NC(=O)c1ccco1 (configuration not stated) | -4 | -2 | 2 | -1 | -1 | -2 | 2.0 | 102 | 18
Cc1csc(NC(=O)c2cccc(Cn3nc(C)c(Br)c3C)c2)n1 | -6 | 2 | -3 | 4 | -6 | 2 | -0.7 | 95 | -34
Cc1cc(C(=O)CSc2ccc(Cl)cc2)cc(C)c1OC(=S)N(C)C | 0 | 3 | -1 | 2 | 18 | 7 | 3.6 | 106 | 8
O=C(Nc1nccs1)C1CCCN1/C=C/C(=O)C(F)(F)F (configuration not stated) | 4 | -2 | 0 | 8 | -7 | -6 | 0.4 | 101 | 44
O=C(COC(=O)/C=C/c1cccc(Cl)c1)NC1CCCC1 | 11 | -1 | -5 | 8 | -6 | / | -1.5 | / | /
O=C1CN(C(=O)c2ccccc2[N+](=O)[O-])C(c2ccccc2)c2cc(Br)ccc2N1 (configuration not stated) | -7 | 2 | -13 | -2 | -15 | 3 | 0.1 | 101 | 44
CCc1nnc(NC(=O)COc2ccc3c(c2)OCO3)s1 | -2 | 0 | -10 | 4 | -10 | -3 | -0.2 | 96 | 4
COc1ccc(Cc2c(O)nc(SCC(=O)NC34CC5CC(CC(C5)C3)C4)[nH]c2=O)cc1 | 6&5 | -6&2 | -3 | 8&6 | 1&1 | 4&-9 | -2.8&0.4 | 101&100 | -3&-23
O=C(Nc1nnc(S(=O)(=O)Cc2ccc(F)cc2)s1)c1ccccc1F | -9 | 0 | -9 | 6 | -4 | -8 | 0.2 | 101 | 42
COc1ccc(C2(c3ccc(OC)cc3)NC(=O)N(CC(=O)NC3(C#N)CCCCC3)C2=O)cc1 | 1 | -6 | -3 | 4 | 10 | / | -0.7 | / | /
CCCCCCN1C[C@@H](O)[C@H](n2cc(-c3ccc(F)cc3)nn2)C[C@@H]1c1ccc(C)cc1 | 0 | / | -6 | / | 1 | / | -0.6 | / | /
CCOc1ccc(NC(=O)CSc2nc(C3CC3)nc3ccccc23)cc1 | 4 | -5 | -6 | 0 | -1 | -3 | 0.3 | 89 | 37
Cc1nc2cc(NC(=O)c3cccc(S(C)(=O)=O)c3)ccc2o1 | -4 | 2 | -10 | 4 | -7 | -5 | 0.3 | 93 | 36
Cc1c(C#N)c(O)[nH]c(=O)c1N=Nc1ccc(S(N)(=O)=O)cc1 | -3 | 4 | -9 | 3 | 8 | -2 | 0.3 | 99 | -4
O=C(C(=O)N1CCN(c2ccccc2)CC1)c1c[nH]c2ccccc12 | -7 | 0 | 2 | 3 | -14 | 0 | 0.2 | 98 | 38
COc1cccc(CN2CC(C(=O)NCCCn3cccn3)CCC2=O)c1 (configuration not stated) | 2 | 10 | -1 | -3 | 28 | -7 | 3.7 | 97 | 18
O=C(CN1C(=O)C(=O)N(Cc2ccccc2)C1=O)Nc1ccc(F)c(Cl)c1 | -4 | -4 | -8 | 6 | -25 | 13 | -1.3 | 105 | -24
CN(C(=O)COC(=O)c1ccccc1SCC(=O)N1CCCC1)C1CCS(=O)(=O)C1 (configuration not stated) | -5 | -1 | -1 | 2 | -34 | -7 | 1.6 | 102 | 32
CCOc1ccccc1NC(=O)NC1Cc2ccccc2C1 | 3 | 3 | / | 2 | 12 | -6 | -0.4 | 102 | 28
Cc1sc2ncn(Cc3ccccc3F)c(=O)c2c1C | -2 | -1 | -3 | 4 | -5 | -10 | -0.1 | 94 | 23
CC(=O)N1CCCc2cc(S(=O)(=O)Nc3ccc4c(c3)OCO4)ccc21 | -1 | -1 | -7 | 4 | 12 | -19 | -1.9 | 111 | 35
COc1ccc(C(=O)N2CCN(C3CCC(c4ccccc4)CC3)CC2)cc1OC (configuration not stated) | -13 | 7 | 11 | -11 | 6 | -6 | -0.7 | 104 | 18

Outcome played no part in choosing rows. Share with any hit: about 4.2%.
